PLC-beta3 inh: human PLC-beta3 inhibitors, primary screen, biochemical, fluorescence | Purified PLC-beta3, fluorogenic substrate | 1-phosphatidylinositol 4,5-bisphosphate phosphodiesterase beta-3 (Homo sapiens), Q01970 | inhibition, % at 12.2 µM | hit rate 0.18% among 370,000; in the data active means inhibition above about 11%;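 further: 0% = median of compound wells on plate and 100% = full blocker control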
hgDAF12 agonist: H. glycines DAF-12 receptor agonists, primary screen, cell-based, luminescence, HEK293, GAL4 fusion, UAS-luciferase | HEK293 GAL4-hgDAF12 UAS-luciferase reporter, agonist luminescence; normalized to butyrate control | hit rate 1.8% among 370,000 | activation, % at 6.8 µM | Nuclear hormone receptor DAF-12 (Heterodera glycines), GAL4 fusion;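 active means activation above a cutoff set at the mean of all screened compounds plus 3 SD, cut at about 10% in these data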;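 further: 0% = DMSO wells and 100% = sodium butyrate wells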
NR1D1 modulator: modulators of Rev-erb alpha DNA binding, primary screen, biochemical, FITC-DNA, fluorescence polarization, uHTS | activity, % at 10 µM | Nuclear receptor subfamily 1 group D member 1 (Homo sapiens), P20393 | hit rate 0.79% among 370,000 | Rev-erbα–FITC-DNA binding, 90 min;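 active means activity above about 14%, limit read from the data; passing the limit was not always enough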;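 further: 0% = DMSO wells with 35 nM protein and 100% = DMSO wells with 750 nM protein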
PLC-gamma1 inh: PLC-gamma1 enzyme inhibitors, primary screen, biochemical, fluorescence, purified enzyme. 1-phosphatidylinositol 4,5-bisphosphate phosphodiesterase gamma-1 (Homo sapiens), P19174. fluorogenic substrate. inhibition, % at 12.2 µM. hit rate 0.84% among 370,000. AID 720700, 2013; in the data active means inhibition above about 9.5%
SMARCA2 act: SMARCA2 (BRM) function activators, primary screen, cell-based, luminescence, high throughput | MG213 cells, MMTV-luciferase reporter, dexamethasone, overnight | activation, % at 9.1 µM | hit rate 1% among 370,000; in the data active means activation above about 7.8%;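 further: 0% = vehicle wells and 100% = reference activator wells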
DAX1 inh-1: DAX1 (NR0B1) inhibitors on StAR promoter, primary screen, cell-based, luminescence, SF-1 (NR5A1), full-length DAX-1; HEK293T StAR-luciferase reporter, SF-1/DAX-1 repression relief; inhibition, % at 6.8 µM; hit rate 1.1% among 370,000; AID 652010, 2013;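 active means inhibition above the mean over all tested compounds plus 3 SD, cut at about 3.6% in these data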;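 further: 0% = DAX-1 cells with DMSO and 100% = cells lacking DAX-1 with DMSO; higher inhibition means more luminescence from relief of DAX-1 repression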
ADAM17 inh: ADAM17 inhibitors, primary screen, biochemical, QFRET | Disintegrin and metalloproteinase domain-containing protein 17 (Homo sapiens), P78536 | recombinant ADAM17, EDANS/DABCYL FRET peptide cleavage | inhibition, % at 6.95 µM | hit rate 0.83% among 370,000;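 active means inhibition above the mean of compounds lying between control limits plus 3 SD, set per campaign, cut at about 8.5% in these data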;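 further: 0% = DMSO-only wells as the low control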
Target sequence (P78536 215-824 limits assumed): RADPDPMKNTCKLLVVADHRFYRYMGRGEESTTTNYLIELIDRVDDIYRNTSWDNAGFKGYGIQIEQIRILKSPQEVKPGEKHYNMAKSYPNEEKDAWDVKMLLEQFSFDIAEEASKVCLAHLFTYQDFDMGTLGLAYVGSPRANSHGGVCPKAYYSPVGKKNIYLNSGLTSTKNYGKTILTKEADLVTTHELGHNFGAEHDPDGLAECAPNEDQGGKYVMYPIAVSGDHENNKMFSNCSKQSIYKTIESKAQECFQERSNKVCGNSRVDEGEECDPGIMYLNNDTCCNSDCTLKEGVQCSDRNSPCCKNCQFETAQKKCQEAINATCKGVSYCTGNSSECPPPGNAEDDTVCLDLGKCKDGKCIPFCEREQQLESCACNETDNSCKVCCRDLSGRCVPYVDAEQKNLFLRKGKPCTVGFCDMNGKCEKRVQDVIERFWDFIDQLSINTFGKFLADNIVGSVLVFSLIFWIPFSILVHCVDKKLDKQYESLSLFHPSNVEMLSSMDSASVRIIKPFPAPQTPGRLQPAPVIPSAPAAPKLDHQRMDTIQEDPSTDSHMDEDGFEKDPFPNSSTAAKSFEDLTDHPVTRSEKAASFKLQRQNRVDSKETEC
DAX1 inh-2: DAX1 (NR0B1) inhibitors, primary screen, cell-based, HEK293, Gal4-DAX1, luciferase luminescence | HEK293 Gal4-DAX1 luciferase reporter | Nuclear receptor subfamily 0 group B member 1 (Homo sapiens), P51843 | hit rate 0.99% among 340,000 | inhibition, % at 6.75 µM | AID 504766, 2011;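 active means inhibition above the mean over all tested compounds plus 3 SD, cut at about 4.2% in these data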;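 further: 0% = DAX1-transfected cells with DMSO and 100% = empty-vector control cells with DMSO; inhibition shows as a rise in luminescence from relieved DAX1 repression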
hcDAF-12 act: H. contortus DAF-12 nuclear receptor activators, primary screen, cell-based, luminescence, HEK293, lit1-tk-luc reporter; AID 652067, 2013; HEK293 hcDAF-12 lit1-tk-luc reporter; 0% DMSO, 100% Δ7-dafachronic acid; activation, % at 6.8 µM; hit rate 1.4% among 370,000;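 active means activation above the mean of all tested compounds plus 3 SD, cut at about 5.5% in these data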;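 further: 100% = response to 3 µM Δ7-dafachronic acid high control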
MBD2 DNA inh: inhibitors of MBD2 binding to methylated DNA, primary screen, biochemical, TR-FRET, DNA-binding domain, human. Methyl-CpG-binding domain protein 2 (Homo sapiens), Q9UBB5. AID 686964, 2013. hit rate 0.31% among 370,000. inhibition, % at 4.4 µM. MBD2 binding to methylated oligonucleotide; in the data active means inhibition above about 13%
Target sequence (Q9UBB5 whole entry, looked up, the tested form may be a part): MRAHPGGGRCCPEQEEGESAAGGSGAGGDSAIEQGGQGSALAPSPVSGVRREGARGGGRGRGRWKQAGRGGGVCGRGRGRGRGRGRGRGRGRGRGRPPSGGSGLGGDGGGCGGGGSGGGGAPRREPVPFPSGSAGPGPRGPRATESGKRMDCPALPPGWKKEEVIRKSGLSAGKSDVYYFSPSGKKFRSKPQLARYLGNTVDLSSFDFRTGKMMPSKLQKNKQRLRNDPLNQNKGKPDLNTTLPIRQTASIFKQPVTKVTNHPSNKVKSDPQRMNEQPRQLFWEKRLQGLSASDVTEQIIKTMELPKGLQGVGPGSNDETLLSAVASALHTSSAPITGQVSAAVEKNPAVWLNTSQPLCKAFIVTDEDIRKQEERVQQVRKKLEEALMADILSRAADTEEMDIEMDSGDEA
ssDAF12 agonist: S. stercoralis DAF-12 nuclear receptor activators, primary screen, cell-based, luminescence, HEK293, GRIP1 co-expression, lit1-tk-luc; Nuclear hormone receptor DAF-12 (Strongyloides stercoralis); HEK293 ssDAF-12/GRIP1 lit1-tk-luc reporter; % of 3 µM dafachronic acid response; activation, % at 6.8 µM; hit rate 1% among 370,000;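 active means activation above the mean over all tested compounds plus 3 SD, cut at about 0.9% in these data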;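 further: 0% = DMSO-only wells and 100% = 3 µM delta7-dafachronic acid wells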
Numbers without * were called inactive; / = not tested or not shown.

SMILES	PLC-beta3 inh	hgDAF12 agonist	NR1D1 modulator	PLC-gamma1 inh	SMARCA2 act	DAX1 inh-1	ADAM17 inh	DAX1 inh-2	hcDAF-12 act	MBD2 DNA inh	ssDAF12 agonist
O=C(NCCCN1CCCC1=O)c1cc(-c2cccnc2)nc2ccc(Cl)cc12	-9	2.3	-4	0	-3	-0.7	-12	-0.8	-0.3	3	-0.8
CC(C)CNC(=S)NC1CC2CCCC(C1)N2Cc1cccs1 (stereo unspecified)	2	0.7	2	4	-4	0.7	12*	-0.9	-1.0	4	-1.0
Cc1cc(NC(=O)c2cc3n(n2)C(C(F)(F)F)CC(c2ccc(Cl)c(Cl)c2)N3)no1 (stereo unspecified)	0	-0.2	0	1	-2	0.0	2	-0.3	-0.8	2	-0.4
CC(=O)c1cccc(Nc2nc(-c3ccccc3)cs2)c1	-9	21*	1	-1	5	9.7*	0	1.0	9.8*	-6	1.0*
COc1ccc(/C(O)=C2\C(=O)C(=O)N(CC3CCCO3)C2c2cc(OC)ccc2OC)cc1 (stereo unspecified)	-2	0.7	2	1	-3	-0.5	-2	-0.6	4.7	-1	-1.9
O=C(NCc1ccccc1)/C(=N\O)c1ccccc1	4	1.4	-2	-2	2	1.1	-2	1.0	-0.5	-4	-0.8
CCCNC(=O)C(Cc1cccc(OC)c1)NC(=O)c1ccc(C#N)cc1 (stereo unspecified)	1	-0.4	-1	2	0	-0.2	-1	0.6	0.0	1	-1.2
C=CCN(c1ccc(C(=O)NCCc2ccccc2)cc1)S(C)(=O)=O	4	3.1	3	0	-1	0.6	-3	2.4	0.4	0	-1.0
C=CCN(c1ccccc1)S(=O)(=O)c1cccc(C(=O)OCC(=O)NCCOC)c1	-3	-2.0	2	2	-1	-0.4	2	3.7	1.1	-2	-1.1
CCN(CC)CCN1C(=O)C(=O)/C(=C(/O)c2c(C)[nH]c(C(=O)OC)c2C)C1c1cccs1 (stereo unspecified)	-8	1.8	-2	4	-1	1.7	2	-0.4	0.8	2	-1.4
O=C(c1cccnc1)c1ncc(C(F)(F)F)cc1Cl	-3	-0.2	2	0	-1	0.3	-2	0.8	1.5	1	-1.2
O=C(Nc1ccc(Cl)cn1)c1cccc(S(=O)(=O)N2CCCCC2)c1	-3	-0.7	2	4	-3	-0.2	1	-1.0	-1.7	-4	-1.3
Cc1cc(=O)oc(C)c1C(=O)Nc1cccc(F)c1	-1	-1.1	2	1	-6	-0.4	-6	1.0	-2.2	2	-1.8
CC(c1cccs1)N(C)Cc1nc(CCc2ccccc2)no1 (stereo unspecified)	1	8.2	-1	1	2	-0.6	-1	-1.8	0.8	4	-1.5
C=CCc1cccc2cc(C(=O)Nc3ccc(CC(=O)O)cc3)c(=O)oc12	-7	-11	6	-4	-6	-0.7	0	-0.7	-4.6	8	-2.5
O=C(N/N=C/c1cccc(F)c1)c1cc(-c2ccco2)nc2ccccc12	-391	2.1	-26	-319	-6	0.3	-145	1.6	2.6	24*	0.0
O=C1NC(Nc2ccccn2)(C(F)(F)F)C(=O)N1c1ccc(F)cc1 (stereo unspecified)	1	-1.3	0	0	-1	-0.7	-1	-0.4	-1.5	-4	-1.3
COCCNc1nc(C(C)(C)C)nc2c1nnn2Cc1ccccc1Cl	0	0.9	6	1	-2	0.3	-2	0.7	-0.9	0	-1.7
COC(=O)c1ccc(NC(=O)C2CCCN2S(=O)(=O)c2ccc(C)cc2)cc1 (stereo unspecified)	3	-1.9	0	2	-1	0.3	5	0.8	-2.7	-5	-1.5
CC(=O)Nc1ccc(NC(=O)CNC(=O)COc2ccccc2)cc1	3	0.8	3	0	-1	-0.6	-1	1.7	-0.6	1	-0.5

Some values from the list:
Reading for O=C(NCCCN1CCCC1=O)c1cc(-c2cccnc2)nc2ccc(Cl)cc12 in NR1D1 modulator: -4
Reading for CCCNC(=O)C(Cc1cccc(OC)c1)NC(=O)c1ccc(C#N)cc1 (stereo unspecified) in SMARCA2 act: 0

(list continues)
SMILES	PLC-beta3 inh	hgDAF12 agonist	NR1D1 modulator	PLC-gamma1 inh	SMARCA2 act	DAX1 inh-1	ADAM17 inh	DAX1 inh-2	hcDAF-12 act	MBD2 DNA inh	ssDAF12 agonist
O=C(CN1C(=O)NC2(CCc3ccccc32)C1=O)c1ccc(Br)s1 (stereo unspecified)	-3	1.4	9	0	1	2.2	2	-0.1	0.5	0	-0.9
Cn1c(N)c(C(=O)COC(=O)CCc2c[nH]c3ccccc23)c(=O)n(C)c1=O	-3	-1.1	2	-2	0	-0.2	-3	0.0	-0.1	1	-0.2
COC(=O)[C@]12C[C@H](CC(=O)NCc3ccc(OC)c(OC)c3)C(=O)N(Cc3ccccc3)C1=C[C@H](C(C)C)O[C@@H]2C1CC1	-1	-0.6	-7	-2	-8	-0.8	-4	/	-0.8	-3	-1.3
O=C(Nc1ccc2[nH]c(=O)[nH]c2c1)c1ccc(Br)o1	-5	-0.5	1	5	-1	1.8	3	1.0	0.8	-4	-1.2
CCOC(=O)COn1c(=O)c(-c2ccc(OC)cc2)[n+]([O-])c2ccccc21	-48	3.5	7	-31	0	0.5	-15	0.9	-0.8	2	-0.6
O=C(NCCc1ccccc1)c1ccc2c(c1)S(=O)(=O)c1cc(Cl)ccc1C2=O	3	-1.1	68*	-1	1	-0.2	0	1.2	-0.6	-9	-1.0
Cc1cc(Cl)ccc1NC(=O)/C=N/O	-11	-1.4	1	1	-2	0.3	-5	2.5	2.0	0	-1.1
CCCN(CCC)C(=O)Nc1cc(Cl)ccc1OC	-3	-1.6	-3	3	2	-0.1	-1	1.5	-0.9	-1	-1.3
O=C1CN(C(=O)COc2ccc(Br)cc2F)c2ccccc2N1	2	1.9	-4	5	3	-0.7	4	-1.2	1.1	0	0.8
Cc1cc(S(=O)(=O)N2CCN(c3ccc(F)cc3)CC2)c(C)s1	-1	-2.9	1	-3	-2	-0.1	2	0.2	-2.2	-6	-1.9
COc1c(C)cc(C(=O)C2CCCN(C(=O)c3cc(C)nc(C)n3)C2)cc1C (stereo unspecified)	0	0.1	-1	-1	3	-0.2	-5	-0.5	-2.0	5	-1.7
CC(=O)NC1=C(C#N)C(c2ccccc2)c2c(ccc3ccccc23)O1 (stereo unspecified)	-1	0.2	1	4	5	0.3	1	1.1	-3.0	-3	-1.2
CCCN1C(=O)/C(=C/C=C2\N(CC)c3ccccc3C2(C)C)SC1=S	1	-2.5	47*	-1	3	-0.5	-1	-0.6	-1.6	-4	-0.4
COC(=O)Cc1csc(Nc2c(C)n(C)n(-c3ccccc3)c2=O)n1	6	-0.1	5	4	0	-0.6	0	-0.8	-0.4	-1	-1.6
C=CCN1C(=O)C(Cc2ccc(OC)cc2)S/C1=N/N=C/c1ccco1 (stereo unspecified)	4	2.7	1	4	4	-0.1	4	0.1	-1.5	-6	-1.5
FC(F)(F)c1cccnc1N1CCN(c2ncnc3nc[nH]c23)CC1	-1	0.6	3	0	-3	0.4	-2	0.5	-1.6	-1	-1.2
O=C(CNC(=O)C12CC3CC(CC(C3)C1)C2)N1CCN(S(=O)(=O)/C=C/c2ccccc2)CC1	1	2.9	3	2	-3	0.2	-4	-0.2	-0.3	3	-1.3
Cc1cc2oc(=O)cc(-c3ccccc3)c2c(C)c1-c1ccc(O)cc1	-6	3.3	17*	8	-4	-3.8	16*	-0.1	-0.1	-10	-1.3
COc1cccc(Oc2ccc(N)cn2)c1	-19	-3.4	4	-12	6	-0.9	-9	3.5	0.4	-1	-0.9
CC[C@@H]1CCCCc2ccccc2[C@@H](C(=O)C[C@H](O)CC(C)=O)OC1=O	0	-0.5	-3	-1	-1	-0.1	-4	0.5	-1.4	-1	-0.4
CC(C)CC(=O)NC1(C(F)(F)F)C(=O)Nc2c1c(=O)[nH]c(=O)n2Cc1ccco1 (stereo unspecified)	-9	-0.6	-6	-9	-4	-0.3	-5	1.0	-0.9	0	-0.1
CCOc1ccccc1NC(=O)C(C)N1C(=O)c2ccccc2S1(=O)=O (stereo unspecified)	-2	-1.0	-5	5	-4	3.7*	1	-0.1	0.0	0	-1.3
CNC(=O)N(C1=NCC(C)(C)S1)c1ccc(F)c(Cl)c1	8	2.6	5	2	0	-1.4	9.2*	0.6	-1.2	-6	-1.8
Cc1cc(Br)c(NC(=O)CN(C)CCOc2ccccc2)c(Br)c1	5	6.8	-1	6	-2	-0.1	7	-0.5	-1.1	-9	-2.0
O=C(O)/C=C/C(=O)N1CCN(S(=O)(=O)c2cccc(C(F)(F)F)c2)CC1	-7	-1.3	-3	-2	-3	-0.5	-5	2.6	1.4	5	-1.8
CC(=O)c1ccc(OCCCC(=O)NNC(=O)c2ccccn2)cc1	0	1.1	6	-1	-4	-2.9	-4	0.1	-0.7	3	-0.6
CCCCCCCCC(=O)N1CCN(c2cc3c(cc2F)c(=O)c(C(=O)O)cn3CC)CC1	-10	-2.2	-3	-4	0	-0.4	-9	-0.1	-1.9	-2	-0.9
O=C(Nc1ccc(N2CCOCC2)c(Cl)c1)C1CCCCC1	-2	1.9	-4	2	-3	0.6	1	-0.1	-0.2	0	-0.7
Clc1ccc(CN2CCN(N=Cc3cccc(OCc4ccccc4)c3)CC2)cc1	3	0.0	5	2	1	-1.8	1	/	0.4	1	-1.6
O=C(c1cc(-c2ccc(F)cc2)on1)N1CCCc2ccccc21	-10	5.5	4	-2	2	-0.3	-1	-0.9	0.3	1	-0.9
Cc1nc2ccccn2c1C(=O)NCC(C)C	2	-1.5	-2	3	0	0.3	0	0.8	-0.8	2	-1.0
CCCCN(C)CCCNC(=O)c1ccc2c(c1)NC(=O)C(N1CCOCC1)S2 (stereo unspecified)	3	-1.2	4	2	-1	0.3	-2	0.2	-1.6	4	-0.5
CCOC(=O)C1CCN(C(=O)Cn2nc(C)n3cccc3c2=O)CC1	-6	0.7	3	2	-4	-0.3	-6	-0.1	-1.0	-4	-0.6
COc1ccc(CCNC(=O)CCc2cc(OC)c(OC)c(OC)c2)cc1	-11	1.4	-2	5	-3	-0.1	-9	-0.5	-1.3	4	-0.7
CC(=O)Nc1ccccc1OC(=O)N1CCOCC1	0	-2.0	-2	0	-2	-0.2	-5	-0.6	-1.2	7	-0.9

Screening results from PubChem BioAssay.

Not a hit list; any-hit rate near 7.4%.
